NOD2-RIPK2 inh: inhibitors of human NOD2-RIPK2 interaction | O43353 | CHO BLA complementation NOD2-RIPK2, CCF4 ratio | inhibition, % at 4.98 µM | 360,000 compounds, 0.38% hits; in the data active means inhibition above about 21%;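 further: 0% = vehicle only and 100% = reference blocker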
TROY NFkB inh: blocks TROY-dependent signaling in reporter cells; Q293 LMP1-TROYcd NF-kB luciferase reporter, 4 h; inhibition, % at 10 µM; 360,000 compounds, 0.98% hits; AID 1347056;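 active means compounds whose plate-normalised and pattern-corrected inhibition of the luciferase reporter signal at the single screening dose is 50% or more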
EBV LMP1 NFkB: inhibitors of Epstein-Barr LMP1-induced NF-kappaB reporter. LMP1-induced NF-kappaB luciferase reporter cells, luminescence. inhibition, % at 12.5 µM. 350,000 compounds, 0.69% hits; in the data active means inhibition above about 41%;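 further: 0% = neutral control wells and 100% = reference inhibitor control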
TRAIL sens C8: caspase-8 TRAIL sensitization. NB7+C8 cells + TRAIL, ATPlite viability luminescence. inhibition (viability loss, TRAIL sensitization), % at 10 µM. 360,000 compounds, 1% hits. AID 624354;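 active means compounds causing at least 50% loss of cell viability in the single-dose screen, relative to plate controls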
SRC3 inh: inhibits human SRC3 coactivator; Q9Y6Q9; HEK293 GAL4-SRC3 luciferase reporter, luminescence; inhibition, % at 3.6 µM; 360,000 compounds, 0.17% hits;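 active means inhibition above a per-campaign cutoff, the mean of all compounds plus 3 SD, cut at about 60% in these data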;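 further: 0% = DMSO-treated cells and 100% = gossypol-treated cells at 36 µM; higher means less SRC3-driven luciferase light from the GAL4 reporter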
TWEAK-Fn14 inh: blocks TWEAK-Fn14 interaction in a reporter cell assay; TWEAK-stimulated Fn14 reporter cells, luciferase luminescence, 8 h; inhibition, % at 10 µM; 360,000 compounds, 2% hits; in the data active means inhibition above about 50%
COUP-TFII inh: NR2F2 (human) inhibition, primary screen; P24468; HEK293T NGFI-A luciferase reporter, luminescence; inhibition, % at 8.6 µM; 370,000 compounds, 0.7% hits; AID 686940;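 active means inhibition above a per-plate cutoff, mean inhibition of test wells between control levels plus 3 SD, cut at about 38% in these data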;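 further: cells cotransfected with COUP-TFII expression vector driving the NGFI-A reporter; 0% = median of COUP-TF2 test wells and 100% = reporter-only cells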
NCOA2 inhibitor: human SRC2 (NCOA2) inhibition | 370,000 compounds, 0.17% hits | inhibition, % at 9 µM | HEK293 GAL4-SRC2 luciferase reporter, luminescence;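 active means inhibition above the mean inhibition of all tested compounds plus 3 SD, set per campaign, cut at about 52% in these data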;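 further: 0% = DMSO treated cells and 100% = cells given Gossypol at 36 µM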
TLR9-MyD88 inh: inhibitors of human TLR9-MyD88 binding | 340,000 compounds, 0.21% hits | CHO BLA complementation TLR9-MyD88, CCF4 FRET ratio | inhibition, % at 4.98 µM | AID 504734;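 active means inhibition above the mean over all tested compounds plus 3 SD, cut at about 21% in these data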;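 further: 0% = DMSO only wells and 100% = clavulanate BLA inhibitor control wells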
SRC1 inh: human NCOA1 inhibition; AID 588354; inhibition, % at 3.6 µM; HEK293 GAL4-SRC1 luciferase reporter, luminescence; Q15788; 360,000 compounds, 0.12% hits;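 active means inhibition above the campaign mean plus 3 SD, with each screening campaign given its own cutoff, cut at about 60% in these data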;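 further: 0% = DMSO treated cells and 100% = gossypol at 36 µM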
Target sequence (Q15788 whole entry, looked up, the tested form may be a part): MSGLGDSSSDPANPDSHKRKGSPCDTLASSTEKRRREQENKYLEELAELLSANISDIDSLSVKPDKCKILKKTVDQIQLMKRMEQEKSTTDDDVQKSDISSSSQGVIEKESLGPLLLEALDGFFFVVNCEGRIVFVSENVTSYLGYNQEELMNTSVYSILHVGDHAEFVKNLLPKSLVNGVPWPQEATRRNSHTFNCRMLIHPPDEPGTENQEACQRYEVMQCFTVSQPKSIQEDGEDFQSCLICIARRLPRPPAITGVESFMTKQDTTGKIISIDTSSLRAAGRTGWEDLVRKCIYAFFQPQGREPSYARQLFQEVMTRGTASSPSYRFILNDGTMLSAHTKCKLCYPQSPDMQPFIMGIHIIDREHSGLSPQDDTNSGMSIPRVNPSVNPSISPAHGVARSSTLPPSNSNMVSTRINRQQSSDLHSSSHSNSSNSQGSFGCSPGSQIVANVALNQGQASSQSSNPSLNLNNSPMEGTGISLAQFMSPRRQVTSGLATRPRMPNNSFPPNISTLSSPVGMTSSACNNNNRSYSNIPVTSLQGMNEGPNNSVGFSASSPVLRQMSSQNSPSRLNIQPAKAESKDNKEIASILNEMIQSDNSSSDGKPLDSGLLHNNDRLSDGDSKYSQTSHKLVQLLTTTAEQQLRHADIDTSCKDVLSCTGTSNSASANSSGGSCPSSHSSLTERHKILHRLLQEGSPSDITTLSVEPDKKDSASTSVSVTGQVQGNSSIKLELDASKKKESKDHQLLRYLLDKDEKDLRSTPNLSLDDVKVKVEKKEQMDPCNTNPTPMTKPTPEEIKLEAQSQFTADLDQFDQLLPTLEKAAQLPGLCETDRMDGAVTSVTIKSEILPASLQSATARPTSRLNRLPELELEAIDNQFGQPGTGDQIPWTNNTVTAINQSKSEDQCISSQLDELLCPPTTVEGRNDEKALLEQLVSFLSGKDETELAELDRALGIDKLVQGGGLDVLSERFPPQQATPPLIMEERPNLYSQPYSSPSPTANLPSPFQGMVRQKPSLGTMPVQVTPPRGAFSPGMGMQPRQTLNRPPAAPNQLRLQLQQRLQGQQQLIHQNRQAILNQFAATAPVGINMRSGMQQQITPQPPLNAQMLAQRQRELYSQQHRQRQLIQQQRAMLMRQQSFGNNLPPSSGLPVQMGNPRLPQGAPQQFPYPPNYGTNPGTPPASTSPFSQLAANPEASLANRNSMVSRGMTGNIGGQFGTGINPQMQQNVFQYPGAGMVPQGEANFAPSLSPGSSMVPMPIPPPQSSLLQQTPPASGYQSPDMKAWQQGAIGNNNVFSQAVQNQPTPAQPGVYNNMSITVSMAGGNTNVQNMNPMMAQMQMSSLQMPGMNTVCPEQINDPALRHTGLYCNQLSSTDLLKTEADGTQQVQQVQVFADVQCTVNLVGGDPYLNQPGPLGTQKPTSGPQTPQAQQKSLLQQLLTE
LRH-1 inv ag: suppresses constitutive activity of human LRH-1 | O00482 | HEK293T StAR-luciferase reporter, LRH-1 transfected, 24 h | 360,000 compounds, 0.13% hits | inhibition, % at 3.6 µM;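 active means inhibition above the mean inhibition of all tested compounds plus 3 SD, cut at about 73% in these data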;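 further: 0% = DMSO wells and 100% = reporter-only cells lacking LRH-1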
Starred values were filed as active, the others as inactive; . = not tested or not shown. An excerpt. The share of hits here may be higher or lower than overall.

SMILES	NOD2-RIPK2 inh	TROY NFkB inh	EBV LMP1 NFkB	TRAIL sens C8	SRC3 inh	TWEAK-Fn14 inh	COUP-TFII inh	NCOA2 inhibitor	TLR9-MyD88 inh	SRC1 inh	LRH-1 inv ag
COC(=O)[C@]1(CC(C)C)N[C@H](c2ccc(SC3CCCCC3)c(OC)c2)[C@@H]2C(=O)N(C)C(=O)[C@@H]21	-14	5	6	11	15	-10	11	1	14	9	3
CC(Sc1nnc(C2CC2)n1C1CC1)C(=O)NCc1cccs1 (stereo unspecified)	1	2	-2	5	-4	-2	2	-1	0	-4	4
C=CCN1c2ccccc2C(=O)C(C)S1(=O)=O (stereo unspecified)	8	-4	3	2	3	4	-1	-2	6	-44	8
COc1ccc(CC(=O)OC(C)CN2CCOCC2)cc1 (stereo unspecified)	-4	13	-14	3	15	-1	-12	-6	-10	-19	-19
NNC(=O)c1[nH]c(-c2ccccc2)cc1-c1ccccc1	2	8	-4	-6	-8	5	11	13	-9	1	3
CC(C)N(C(=O)CSc1nc2ccccc2n1Cc1ccccc1)C(C)C	-1	-23	6	6	-6	3	9	-13	-6	1	5
C=CCn1c(=S)[nH]c2nc3c(cc2c1=O)CCCC3	-5	32	2	-7	-55	41	-17	-10	1	-36	-26
CSCCC1NC(=O)N(CC(=O)Nc2c(C(C)C)cccc2C(C)C)C1=O (stereo unspecified)	3	12	-2	-7	6	-5	-32	-7	-10	5	3
CCN(C(=O)Cn1cc(C(F)(F)F)ccc1=O)C1CCS(=O)(=O)C1 (stereo unspecified)	2	1	5	-3	2	-11	-5	9	4	12	17
CC1(C)Cc2nc(N)c(C(=O)NCCO)cc2CO1	0	1	8	8	-8	5	-13	-44	-14	6	1
Cc1ccc2c(c1)N(CC(=O)NC(C)CCc1ccccc1)C(=O)c1cccnc1O2 (stereo unspecified)	-6	-6	-6	-1	-1	-6	-11	-21	-10	-10	2
O=C(NCc1ccc2c(c1)OCO2)c1cc2ccccc2oc1=O	-1	6	-2	-14	4	-7	4	-11	3	-6	-13
COc1ccc2nc(NC(=O)C3CCCN(S(=O)(=O)c4cccc5nonc45)C3)sc2c1 (stereo unspecified)	-7	4	4	9	10	-10	-7	-4	3	2	12
C/C=C/c1ccc(OCCN2C(=O)NC(C)(C)C2=O)c(OC)c1	-15	16	-4	-27	2	1	6	-6	-1	2	-2
COc1cc(NC(=O)CCc2c(C)[nH]c(=O)c(C#N)c2C)cc(OC)c1	2	2	6	-10	-10	-7	-4	-33	7	15	-1
Brc1ccc(/C=C/C=N/Nc2nc3ccccc3s2)cc1	-1	-14	-33	-13	-43	-11	-2	-16	-2	-14	-5
CSCCC(NC(=O)C12CC3CC(CC(C3)C1)C2)C(=O)OCC(=O)c1ccc(C)cc1 (stereo unspecified)	-1	-14	-3	10	7	-8	0	28	2	3	-7
COc1ccc(S(=O)(=O)N2CCC3(CC2)OCCN3S(=O)(=O)c2ccc(C)cc2)cc1OC	-3	8	2	-5	-19	-10	-17	9	-9	3	3
CCOC(=O)C1(CC)Oc2ccccc2C(c2ccc(OC)cc2)=C1C(=O)OC (stereo unspecified)	-4	-2	0	12	8	-7	9	0	-12	4	-4
COCCOC(=O)C1=C(C)N(c2ccccc2)C(=O)NC1c1cccc([N+](=O)[O-])c1 (stereo unspecified)	-5	-21	-5	15	-6	20	3	-7	-4	4	-12
CCOC(=O)c1nc(C)sc1-c1ccnn1S(=O)(=O)c1ccc(C)cc1	2	2	0	-9	12	-17	-7	-25	9	-13	7
CCCN1CCC(=NNc2ccc(S(=O)(=O)N(CC)CC)cc2[N+](=O)[O-])CC1	-12	4	-12	10	18	-2	4	18	5	-5	23
N#Cc1cc(N)ccc1Sc1ccccc1	-2	-18	-7	-18	-3	-11	8	-4	1	-8	6
Fc1ccccc1NC(=S)Nc1cccc2cnccc12	-4	30	5	3	-15	36	-11	-21	-1	-23	-6
COc1cccc(N2CCN(C(=O)c3ccc(CS(=O)c4ccccc4C)o3)CC2)c1 (stereo unspecified)	16	6	29	12	11	-4	-44	25	10	9	12
COc1ccccc1OCc1ccc(C(=O)NCc2ccco2)o1	3	9	-1	-5	4	23	6	-10	-2	0	5
O=C(NCC1CCN(S(=O)(=O)c2ccccc2)CC1)Nc1ccc(F)cc1	1	7	14	-12	28	15	12	-4	1	2	18
COc1ccc(C(=O)Cn2c(Br)nc3c2c(=O)n(C)c(=O)n3C)cc1OC	3	8	5	-32	-13	2	2	-2	-8	-3	10
Cc1ccc(CNC(=O)CCCC(=O)c2ccccc2)cc1	-6	-52	-7	-26	0	-5	19	-14	-2	5	-1
Cc1ccc(CC2(O)CC(C)N(C)CC2C)c(C)c1 (stereo unspecified)	-3	-16	-6	-14	21	-5	19	4	9	15	13
COc1ccccc1Cc1nc(-c2ccc(C)cc2)no1	0	-62	-19	-12	-70	-11	-17	-25	-9	-29	-17
CCc1noc(C)c1C(=O)OCC(=O)NC(C)c1ccccc1 (stereo unspecified)	-12	-2	-7	12	2	-28	4	5	0	-2	-12
CC1CN(C(=O)c2cc3ccccc3oc2=O)CC(C)O1 (stereo unspecified)	-3	20	-8	9	14	13	-25	-21	-4	9	-4
CC(C)CCNC(=O)CSc1nc2ccccc2c(=O)[nH]1	-11	-6	-7	-8	15	5	3	6	7	9	17
CCCn1c(N2CCN(CC(=O)Nc3ccc4c(c3)OCCO4)CC2)nc2ccccc21	1	19	-14	3	10	-5	-5	-8	3	-38	8
O=[N+]([O-])c1ccc2c(c1)C(O)n1nc(-c3ccccc3)nc1S2 (stereo unspecified)	-15	-37	-13	-2	-12	-21	19	-2	2	-1	-9
CCOc1ccc(/C=N/NC(=O)c2c(-c3ccccc3)noc2C)cc1	-5	-5	-3	-3	4	10	-3	-3	-16	-9	12
COc1cccc(C2=NOC(C(=O)Nc3cccc(C(C)=O)c3)C2)c1OC (stereo unspecified)	-5	13	3	-12	22	-5	-6	3	2	9	6
O=C(NCc1ccccc1)c1c[nH]c2cc3c(cc2c1=O)OCCO3	-3	-1	-25	27	-70	16	-8	-48	-1	-73	-90
CC(NC(=O)CSc1nnc(-c2cc3cc(Cl)ccc3o2)n1C)c1ccccc1 (stereo unspecified)	1	0	-8	9	-2	14	-2	1	5	-51	-17

Ordered by the number under TLR9-MyD88 inh (low to high): some entries from above.
compound | NOD2-RIPK2 inh | EBV LMP1 NFkB | SRC3 inh | TWEAK-Fn14 inh | COUP-TFII inh | NCOA2 inhibitor | TLR9-MyD88 inh | SRC1 inh | LRH-1 inv ag
COc1ccc(CC(=O)OC(C)CN2CCOCC2)cc1 (stereo unspecified) | -4 | -14 | 15 | -1 | -12 | -6 | -10 | -19 | -19
CC1CN(C(=O)c2cc3ccccc3oc2=O)CC(C)O1 (stereo unspecified) | -3 | -8 | 14 | 13 | -25 | -21 | -4 | 9 | -4
O=C(NCc1ccccc1)c1c[nH]c2cc3c(cc2c1=O)OCCO3 | -3 | -25 | -70 | 16 | -8 | -48 | -1 | -73 | -90
COc1ccc2nc(NC(=O)C3CCCN(S(=O)(=O)c4cccc5nonc45)C3)sc2c1 (stereo unspecified) | -7 | 4 | 10 | -10 | -7 | -4 | 3 | 2 | 12

Remaining list, next part:
SMILES	NOD2-RIPK2 inh	TROY NFkB inh	EBV LMP1 NFkB	TRAIL sens C8	SRC3 inh	TWEAK-Fn14 inh	COUP-TFII inh	NCOA2 inhibitor	TLR9-MyD88 inh	SRC1 inh	LRH-1 inv ag
N#CCCN(/N=C/c1cccnc1)C1=NS(=O)(=O)c2ccccc21	4	16	10	6	6	2	-4	-14	2	-15	19
O=[N+]([O-])c1ccc(O)c(CSc2nnnn2-c2ccccc2)c1	-7	11	6	-7	6	-5	5	-10	0	9	-2
CCn1c(=N)n(CC(=O)c2cccc(OC)c2)c2ccccc21	-8	-47	-13	15	-53	-12	-12	-23	-9	-49	-36
N#Cc1ccsc1NC(=O)C1CCCN1S(=O)(=O)c1cccs1 (stereo unspecified)	2	7	2	-4	15	-18	5	7	6	9	7
Nc1nc(SCC(=O)NCCCO)nc2sc3c(c12)CCC3	2	4	-23	-13	7	-1	-4	12	-8	-11	-12
COc1ccc(C(=O)Nc2cc(C)nn2-c2nc3ccccc3[nH]2)c(OC)c1	-5	13	-11	-2	-12	-2	-9	-6	1	-20	-18
Cc1ccc(NC(=O)CSc2ccccc2NC(=O)c2ccccc2Cl)cc1Cl	15	17	-13	3	-1	73*	-5	-6	20	-9	12
CCOc1ccc(C(=O)Nc2nncs2)cc1OCC	1	5	7	-14	16	32	-4	5	-6	-12	-4
O=C(CN1CCOCC1)Nc1cc([N+](=O)[O-])ccc1Cl	1	-1	-4	-4	10	-15	8	17	-2	-14	5
CCC1(c2ccccc2)NC(=O)N(Cc2cccc([N+](=O)[O-])c2)C1=O (stereo unspecified)	5	13	-5	-1	-3	-10	7	-6	-1	-16	-14
CCOc1ccccc1C(=O)Nc1ccc(C(=O)c2ccccc2)cc1	4	-11	-2	1	-19	-24	-22	1	-15	-30	-4
CCOC(=O)C1=C(C)N(C)C(C)=C(C(=O)OCC)C1c1ccc(Cl)cc1	1	11	-4	7	18	12	-5	14	-7	-1	-27
CCCCCCCC(=O)N/N=C(/C)c1c(O)cc(C)oc1=O	-10	10	-3	5	6	12	8	-28	9	2	6
COC(=O)CSc1nc2ncc(Cl)cc2[nH]1	-8	11	2	-11	5	-9	3	-15	-6	-37	2
Cc1nc(N)sc1C(=O)N/N=C/c1ccc([N+](=O)[O-])cc1	-7	-5	.	14	-4	-22	2	-13	.	21	4
O=C(Nc1ccc(F)cc1)c1oc2ccccc2c1NC(=O)C1CCCC1	-3	-21	-9	0	8	3	.	.	1	6	-19
COc1ccc(C)cc1S(=O)(=O)N(C)CC(=O)N1CCCCCC1	-10	-17	3	-8	8	34	-18	-2	3	-35	-5
Cc1occc1C(=O)N1CCN(S(C)(=O)=O)CC1	-2	-11	-3	-5	-4	-6	-15	-48	-6	-10	-7
CN1CCN(NC(=S)Nc2ccccc2)CC1	-1	3	3	-2	15	7	-9	-6	.	-6	4
Cc1ccc(S(=O)(=O)N2CCC(C(=O)NNC(=O)c3ccccc3)CC2)cc1	-1	-23	-2	-2	-4	-1	-29	23	-7	0	-12
Cc1cccc(C(=O)Nc2scc(-c3ccc(Br)cc3)c2C(=O)O)c1	-7	22	9	8	29	23	-7	6	2	0	4
CN(C)/C(=N\OC(=O)c1ccccc1)c1nonc1N	5	10	-8	-11	-13	7	6	-1	0	-1	11
O=Cc1nccc2ccccc12	1	-3	-3	10	-12	-9	21	3	-7	4	6
O=C1NC[C@H](Cc2ccccc2)N(C[C@@H]2CCCN2C[C@H](Cc2ccc(O)cc2)N2C[C@H](Cc3ccc(O)cc3)N(CCc3ccccc3)C(=O)C2=O)C1=O	-1	1	.	1	.	20	0	11	.	.	4
COc1cccc(N2CCN(c3c(C#N)c(C(F)(F)F)nn3C)CC2)c1	0	24	12	5	31	34	51*	35	1	36	-7
COc1ccc(NC(=O)C/C(C)=N/NC(=O)c2cccs2)c([N+](=O)[O-])c1	-14	4	-1	-13	-141	-18	-47	-79	-8	-70	-139
CCCn1c(=S)[nH]c2cc(C(=O)N3CCN(c4ccccc4OC)CC3)ccc2c1=O	-10	17	0	-3	6	-1	12	8	-4	0	-8
Cc1ccc(Cn2nnc3c(=O)[nH]c(C4CCN(C(=O)Cc5cccs5)CC4)nc32)cc1	-2	-11	4	-6	17	-4	22	-2	7	9	4

Bioassay records as filed in PubChem.
